Screening data (PubChem BioAssay)
MEX-5 binding: C. elegans MEX-5 TCR-2 RNA binding activity; Q9XUB2; MEX-5/FITC-TCR2 RNA binding, fluorescence polarization; hits give low values; activity score (negative = inhibition of binding), % at 10 µM; hit rate 0.38% among 300,000; AID 1832;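 active = inhibition past about -25% in most replicates, and total fluorescence under double the plate's negative control median, limit read from the data; inconclusive = replicates evenly split on the limit, or fluorescence at least double controls; inactive = too little inhibition in most replicates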;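 also: 0% = DMSO and -100% = 5 µM competing unlabeled TCR2 RNA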
Target sequence (Q9XUB2 whole entry, looked up): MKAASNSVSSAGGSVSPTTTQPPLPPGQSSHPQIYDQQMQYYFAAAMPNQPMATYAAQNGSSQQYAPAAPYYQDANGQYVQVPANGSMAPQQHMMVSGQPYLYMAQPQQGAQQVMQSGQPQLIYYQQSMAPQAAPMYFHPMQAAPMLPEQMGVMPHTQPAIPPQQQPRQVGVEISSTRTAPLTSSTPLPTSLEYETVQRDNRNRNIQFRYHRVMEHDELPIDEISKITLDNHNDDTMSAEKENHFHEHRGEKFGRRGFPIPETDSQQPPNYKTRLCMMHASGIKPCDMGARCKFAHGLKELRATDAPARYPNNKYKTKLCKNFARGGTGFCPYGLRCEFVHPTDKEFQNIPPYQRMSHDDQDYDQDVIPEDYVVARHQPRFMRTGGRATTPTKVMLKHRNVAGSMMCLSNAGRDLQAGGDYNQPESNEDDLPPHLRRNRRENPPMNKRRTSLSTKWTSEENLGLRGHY
Efflux pump inh: antifungal efflux pump inhibition, Nile Red retention; S. cerevisiae Candida pump triplex; inhibition, % at 10 µM; hit rate 0.44% among 330,000;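 active = plate passing quality check with inhibition over a set limit, or well fluorescence over plate mean plus 4 SD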;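 also: Nile Red retained in pooled yeast measured as flow cytometry median fluorescence; 0% = buffer negative control and 100% = Enniatin B positive control; higher means more Nile Red kept so more efflux inhibition; some compounds called inactive have numbers as strong as hits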
CR mimetic SO: yeast age-related superoxide inhibition as caloric restriction mimetic; S. cerevisiae aged cells, superoxide DHE fluorescence; hits give low values; superoxide response (% of plate mean), % at 10 µM; hit rate 0.18% among 330,000;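 active = superoxide response under a set limit, about three screen SD below normal, cut at about 65% in these data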;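 also: yeast aged for seven days with compound at 30 °C before DHE staining; 100% = average MFI of all compound-treated wells on the plate with controls excluded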
Starred values were filed as active, the others as inactive; ? = inconclusive. Not all compounds are listed. The share of hits here may be higher or lower than overall.

SMILES	MEX-5 binding	Efflux pump inh	CR mimetic SO
Cc1ccc(OCc2ccc(C(=O)O)o2)cc1C	2.4	0.4	94.4
CCOc1ccc(Br)cc1S(=O)(=O)N1CCSC1	-1.2	-0.1	102.7
Oc1cccc(Nc2nc(N3CCOCC3)nc(N3CCOCC3)n2)c1	-0.3	0.0	99.5
CCN(c1ccc(OC)cc1)S(=O)(=O)c1nnc(NC(=O)C(C)C)s1	2.8	-0.1	97.2
O=C(O)c1cc(N=Cc2c(O)c3ccccc3oc2=O)ccc1O	-7.2	-0.1	101.9
COc1ccc2c(c1)CC(C(=O)Nc1ccc(Cl)cc1)/C(=N/O)O2 (stereo not drawn)	1.3	-0.1	98.1
CCc1nc2cccnc2n1-c1ccc(C(=O)O)cc1	2.5	0.0	98.7
Cc1ccc(C)c(C(=O)COC(=O)C(C)N2C(=O)C3C4CCC(C4)C3C2=O)c1 (stereo not drawn)	-1.6	-0.7	83.5
COc1ccccc1CN(C)C(=O)CNC(=O)c1cccc(Cl)c1	-0.9	0.0	103.8
CC(NC(=O)CNC(=O)Cc1cccc2ccccc12)c1ccc(S(N)(=O)=O)cc1 (stereo not drawn)	-0.1	0.7	82.9
CC(=O)NC1C(=O)N(CCN2CCOCC2)c2ccc(Cl)cc21 (stereo not drawn)	-0.1	0.2	158.4
COc1cc(/C=N/NC(=O)c2ccc(N)cc2)ccc1OC(=O)c1cccc(C)c1	-0.1	0.1	96.7
COc1cc(/C=N/n2nnnc2N)ccc1OC(C)=O	2.9	0.0	92.3
CC(C)Cc1ccc(C(C)C(N)=NCCc2ccccc2)cc1 (stereo not drawn)	-2.0	0.2	101.0
Cc1ccc(OCCCCCN2CCOCC2)cc1	-1.1	-0.1	101.8
Nc1ccc(C(=O)N/N=C/c2cn(Cc3cccc(F)c3)c3ccccc23)cc1	2.4	0.0	99.6
COc1ccc(CN2CCSCC2)c(OC)c1C	-2.2	-0.1	100.6
Cc1[nH]c(-c2ccc(F)cc2)cc1C(=O)N1CCN(c2ccccc2)CC1	-2.1	-0.1	107.8
COc1ccc(Cc2nnc(NC(=O)c3ccccc3F)s2)cc1	1.4	-0.1	101.4
COc1ccc(-c2c(C)nc3c(-c4ccccn4)cnn3c2N)cc1	65.9	-0.2	99.8
NS(=O)(=O)c1ccc(Nc2nc(-c3cccnc3)cs2)cc1	0.5	0.0	101.8
CCc1nc(N2CCN(C(C)=O)CC2)c2c3c(sc2n1)CCCC3	1.4	0.1	103.2
CC(C)(O)C(=O)N/N=C\c1ccc(OC/C=C/c2ccccc2)cc1	2.0	0.1	91.1
CCN1CCN(C(=O)C2CCN(S(=O)(=O)c3ccc(Br)cc3)CC2)CC1	-0.2	0.1	102.2
Cc1ccc(C(=O)O)cc1NS(=O)(=O)c1ccc2c(c1)oc(=O)n2C	-0.1	-0.3	102.6
CC1CN(C(=O)NCc2ccccc2)c2cc(Cl)ccc2O1 (stereo not drawn)	-3.0	-0.3	94.9
Cc1oc2cc(Br)c(O)c(Br)c2c1C(=O)c1ccccc1	2.2	0.0	100.0
Nc1ccc(-c2c3ccccc3nc3ccccc23)cc1	-2.1	-0.1	97.8
Cc1ccc(S(=O)(=O)N2CCOCC2)cc1NC(=O)COC(=O)CNC(=O)c1ccc(Cl)cc1Cl	1.8	0.7	103.5
CCN(CC)CCOC(=O)c1ccc(N/C=C(/C#N)c2nc(-c3cc4ccccc4oc3=O)cs2)cc1	9.4	-0.1	94.7
Cc1ccc(NC(=O)Nc2cccc(F)c2)nc1	3.1	-0.1	96.3
Cc1cc(C)cc(C(=O)NCC(=O)NCc2ccc(S(N)(=O)=O)cc2)c1	-1.9	-0.2	100.4
Fc1ccc(CSc2nnc(-c3ccccn3)o2)cc1	2.2	0.1	100.7
Cc1cnc(C(=O)NCCc2ccc(Cl)cc2)cn1	-2.5	1.1	97.1
Cc1[nH]n(C(N)=S)c(=O)c1N=Nc1ccc([N+](=O)[O-])cc1Cl	0.7	-0.2	111.0
Cc1cc(C)c(NC(=O)CCCCCNC2CCCCC2)c(C)c1	-0.9	0.0	107.8
O=C1NN(c2ccc(Cl)c(Cl)c2)C(=O)/C1=C/c1ccc(-c2ccccc2C(=O)O)o1	-6.1	0.1	103.7
COc1ccc(CNCc2cccc3ccccc23)cc1	1.9	0.0	103.4
OC(CNC1CCCC1)COc1ccccc1Br (stereo not drawn)	-20.9	0.3	103.7
COc1cc(/C=N/n2nnnc2N)ccc1OC(C)C	0.4	0.0	97.0
Cc1nn(-c2ccccc2)c(Cl)c1C(=O)OCC(=O)NCCc1ccccc1	2.4	1.3	118.4
Cc1cc(NC(=O)CCN2CCC(C)CC2)ccc1Br	0.6	0.0	95.6
CN(c1ccc(Cl)cc1)S(=O)(=O)c1nnc(NC(=O)C(C)(C)C)s1	-0.7	-0.1	99.0
C/C(=N\NC(=O)c1cccs1)c1ccc(C(=O)O)s1	-0.1	0.1	107.9
CN(C)N(Cc1ccccc1)C(=O)C(O)(c1ccccc1)c1ccccc1	-0.9	0.2	104.2
C/C(=N\NC(=O)c1cc(-c2cccc(OC(C)C)c2)nc2ccccc12)c1cccnc1	1.6	-0.4	95.6
O=C(c1ccoc1)N1CCCC(N2CCN(c3cccc(Cl)c3)CC2)C1 (stereo not drawn)	1.1	-0.7	100.0
CSc1ncc(C(=O)NCCCc2ccccc2)c(C)n1	-2.7	0.0	96.8
Cc1ccc(NS(=O)(=O)c2ccc3c(c2)oc(=O)n3C)c(C)c1	-1.4	0.1	110.0
CC1(C)CC2CC(C)(CN2Cc2cccc([N+](=O)[O-])c2)C1 (stereo not drawn)	-0.7	0.1	94.3
O=C(N/N=C/c1c[nH]c2ccccc12)c1ccccc1Cl	-0.3	0.0	100.1
O=S(=O)(c1ccccc1)N1CCC(O)(CN2CCN(c3ccccc3)CC2)CC1	0.7	0.1	94.4
CCOCCCn1c(SCC(=O)Nc2cccc(OC)c2)nc2ccccc2c1=O	0.2	0.0	104.1
COc1cc(NC(=O)c2cccs2)c(OC)cc1NC(=O)Nc1ccc(F)cc1	-1.2	0.0	109.6
CN(C)c1ccc(/C=N/NC(=O)c2ccc3c(c2)OCO3)cc1	0.5	-0.1	94.7
CCOc1cc(CNCc2ccccc2)ccc1OCC(=O)NC1CCCCC1	-2.3	-0.1	105.3
Cc1ncoc1C(=O)NC1CC(C)(C)Cc2c1cnn2-c1ccccc1 (stereo not drawn)	0.3	-0.1	93.7
O=C(c1ccccc1F)N1CCN(c2ccccn2)CC1	2.5	0.0	95.5
CN(Cc1ccc(F)cc1)C(=O)c1sccc1-c1ccccc1	0.9	-0.3	91.0
COc1cccc(C(=O)N(C)CC(=O)Nc2ccc(F)c(F)c2F)c1	2.3	0.1	99.8

Following part.
SMILES	MEX-5 binding	Efflux pump inh	CR mimetic SO
CCOc1ccccc1NC(=O)/C(C#N)=C/c1cccnc1	-3.0	0.0	120.4
CC(C)=CCC/C(C)=C/C(N)=O	-4.5	0.0	95.9
Cc1ccc(C2=NO[C@@](CC(=O)O)(C(=O)Nc3ccc4c(c3)OCCO4)C2)cc1	-1.9	-0.1	96.1
CC1(C)CC(=O)C2=C(C1)Nc1ccccc1NC2c1cccc(F)c1 (stereo not drawn)	0.7	0.1	100.6
Cc1ccc(NC(=O)Nc2cccnc2)cc1Cl	-0.7	0.0	107.5
Cc1ccc(OCC(=O)NNC(=S)NC(=O)c2ccc(Br)o2)c(C)c1	-0.6	0.0	98.5
Fc1ccc(-c2nnc(-c3ccc(F)cc3)o2)cc1	-0.9	0.0	98.0
COc1ccccc1CCNC(=O)C1CCC(=O)N(C2CCCCCC2)C1 (stereo not drawn)	-2.0	0.0	98.1
C[C@]12CCC(=O)C=C1C=C[C@@H]1[C@@H]2CC[C@@]2(C)[C@H]1CC[C@@]21CCC(=O)O1	2.2	0.1	96.5
CN1C(=O)c2ccc(C(=O)Nc3cccnc3)cc2C1=O	0.7	0.1	96.1
O=C(N/N=C/c1cccc(OC(=O)c2cccc(Br)c2)c1)c1cccnc1	-0.2	0.0	96.4
O=C(Nc1ccncc1)Nc1cc(Cl)ccc1Cl	-0.3	0.0	101.7
O=C(O)c1ccc(Nc2ccc([N+](=O)[O-])c3nonc23)cc1	5.2	0.1	112.0
O=C(OCC1OC(n2ccc(=O)[nH]c2=O)C(Cl)C1O)c1ccccc1 (stereo not drawn)	-2.0	0.0	103.3
CCC(=O)Nc1ccccc1-c1nc2ccccc2[nH]c1=O	-1.1	-0.1	96.2
Cc1ccc(C(=O)Nc2ncccc2S(=O)(=O)c2ccccc2)cc1	-2.1	-0.1	101.2
COc1ccc(C)cc1N(CC(=O)Nc1ccc(S(=O)(=O)N2CCCC2)cc1)S(C)(=O)=O	1.7	-0.3	101.8
O=C(O)CCn1c(SCCOc2ccccc2F)nc2ccccc21	0.0	-0.1	110.7
CCc1ccc(CN2CCC(Oc3ccc(C(=O)N4CCCCC4)cc3)CC2)cc1	-1.3	0.0	111.0
COc1cccc(C(=O)NCC2CCCN(C3CCCCC3)C2)c1OC (stereo not drawn)	2.5	0.2	101.9
Cc1nn(C)c(C(=O)Nc2ccc3c(c2)OCO3)c1[N+](=O)[O-]	-0.8	0.1	98.7
O=C1CCC(C(=O)N2CCc3c(Cl)cccc3C2)CN1CCCN1CCOCC1 (stereo not drawn)	-0.8	-0.1	98.8
COc1ccc(S(=O)(=O)Nc2c(C)n(C)n(-c3ccccc3)c2=O)cc1C(=O)O	1.0	0.0	102.7
COc1cc(C(=O)NCCCOC(C)C)ccc1OC1CCN(C(C)=O)CC1	2.4	-0.1	93.0
S=c1nc(NCc2ccc3c(c2)OCO3)c2ccccc2[nH]1	3.2	0.5	90.0
CC1(C(=O)Nc2nc3ccccc3s2)CC1(Br)Br (stereo not drawn)	-3.6	0.3	104.9
Cc1cccc(C(=O)Nc2ccccc2NC(=O)c2cccc(C)c2)c1	3.1	0.0	112.5
CCn1c(SCc2cccc(F)c2)nnc1-c1ccncc1	4.9	0.1	93.5
Cc1cc(C)c2cc(C(=O)Nc3ccc(C)c(F)c3)[nH]c2c1	3.4	0.1	95.2
CCOc1ccc(-n2nc3ccc(N)cc3n2)cc1	1.8	-0.1	111.3
CCOc1ccccc1NC(=O)Nc1ccc(OC)nc1	?	0.0	93.3
C=C(C)CN(CC)C(=O)Cn1cnc2c(oc3ccccc32)c1=O	-0.7	1.9	111.7
CN(C)CCNc1ncnc2oc(-c3ccccc3)c(-c3ccccc3)c12	-2.9	-0.4	100.3
CCOC(=O)C1CCN(CCC(=O)Nc2ccc(Br)c(C)c2)CC1	-4.8	0.1	93.5
O=C(NC1C2CCCC1CN(C1CC1)C2)c1ccc(Cl)cc1 (stereo not drawn)	0.0	0.0	96.8
CCn1c(SCc2cccc(C(=O)O)c2)nnc1-c1ccc(Cl)cc1	-1.7	-0.1	98.7

Fetched one by one from above, 3 records:
SMILES	MEX-5 binding	Efflux pump inh	CR mimetic SO
CCn1c(SCc2cccc(C(=O)O)c2)nnc1-c1ccc(Cl)cc1	-1.7	-0.1	98.7
CCOc1ccc(-n2nc3ccc(N)cc3n2)cc1	1.8	-0.1	111.3
CCn1c(SCc2cccc(F)c2)nnc1-c1ccncc1	4.9	0.1	93.5

Remaining list, next part:
SMILES	MEX-5 binding	Efflux pump inh	CR mimetic SO
CCOc1ccc2[nH]c(C(=O)N/N=C/c3ccc(OC)cc3)cc2c1	0.9	-0.2	96.0
CN1CCN(CCCNc2c(C=O)c(=O)[nH]c3ccccc23)CC1	-4.2	0.0	98.7
O=C(NCc1ccccc1)N1CCOc2ccccc21	-3.0	0.3	93.6
S=c1[nH]nc(-c2ccccc2)n1/N=C/c1ccc(Cl)cc1	1.6	-0.1	106.3
CC(=O)c1cccc(NC(=O)N2CCOCC2)c1	-0.3	-0.1	100.8
COc1ccc(-n2c(-c3ccc(Cl)cc3Cl)n[nH]c2=S)c(OC)c1	-0.8	-0.1	104.5
COCCCn1c(C)nnc1SCC(=O)Nc1cccc(C)c1	-1.9	-0.1	103.8
CCc1nc(SCc2ccccc2C#N)n[nH]1	1.5	0.0	97.8
CCCn1c(C(O)c2ccc(C)cc2)nc2ccccc21 (stereo not drawn)	-0.2	0.0	102.8
COc1ccc(S(=O)(=O)c2c[nH]c(=S)[nH]c2=O)cc1Cl	-1.5	-0.1	107.8
CC1CC(C)CN(CCCNS(=O)(=O)c2ccc3c(c2)oc(=O)n3C)C1 (stereo not drawn)	1.8	0.1	104.8
O=C(O)c1cc([N+](=O)[O-])cc([N+](=O)[O-])c1N1CCN(c2cccc(C(F)(F)F)c2)CC1	-1.1	-0.2	109.9
COc1ccc(S(=O)(=O)N/N=C\c2ccc3c(c2)OCO3)c(OC)c1	0.4	0.0	98.2
COc1ccc(Nc2nc(-c3cccnc3)cs2)c(OC)c1	-2.7	0.1	99.5
COc1cc(/C=C2\SC(N)=NC2=O)ccc1O	0.2	0.0	99.6
CC[n+]1c(/C=C/c2ccc(OC(C)=O)c(OC)c2)ccc2ccccc21	2.2	0.0	104.3
CC(NC(=S)NC1CCC(C(C)(C)C)CC1)c1ccccc1 (stereo not drawn)	-0.4	-0.1	84.5

An excerpt of these results, as a markdown table:
| structure | MEX-5 binding | Efflux pump inh | CR mimetic SO |
| --- | --- | --- | --- |
| COc1cc(/C=C2\SC(N)=NC2=O)ccc1O | 0.2 | 0.0 | 99.6 |
| CC[n+]1c(/C=C/c2ccc(OC(C)=O)c(OC)c2)ccc2ccccc21 | 2.2 | 0.0 | 104.3 |
| CC(NC(=S)NC1CCC(C(C)(C)C)CC1)c1ccccc1 (stereo not drawn) | -0.4 | -0.1 | 84.5 |
